Source: PubChem BioAssay
MBD2 DNA inh – MBD2-methylated oligo binding inhibition; Q9UBB5; TR-FRET, MBD2 binding to methylated oligonucleotide; inhibition, % at 4.4 µM; 370,000 compounds, 0.31% hits; AID 686964; in the data active = inhibition above about 13%
Target sequence (Q9UBB5 whole entry, looked up): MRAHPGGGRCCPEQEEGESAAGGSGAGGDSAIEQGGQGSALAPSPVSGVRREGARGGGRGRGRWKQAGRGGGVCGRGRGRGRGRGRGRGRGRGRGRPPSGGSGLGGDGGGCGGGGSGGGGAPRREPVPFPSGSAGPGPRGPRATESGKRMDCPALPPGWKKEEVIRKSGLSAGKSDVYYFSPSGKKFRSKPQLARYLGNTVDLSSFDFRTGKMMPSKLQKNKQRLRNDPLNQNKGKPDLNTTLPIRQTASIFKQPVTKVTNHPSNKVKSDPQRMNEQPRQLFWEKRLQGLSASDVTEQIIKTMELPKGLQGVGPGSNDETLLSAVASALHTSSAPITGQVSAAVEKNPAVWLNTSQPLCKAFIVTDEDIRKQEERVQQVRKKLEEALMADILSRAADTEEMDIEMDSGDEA
ADAM17 inh – inhibitors of human ADAM17; inhibition, % at 6.95 µM; recombinant ADAM17, EDANS/DABCYL FRET peptide cleavage; 370,000 compounds, 0.83% hits;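 active = inhibition above the mean of compounds lying between control limits plus 3 SD, set per campaign, cut at about 8.5% in these data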;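 note: 0% = DMSO-only wells as the low control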
ARFGAP1 inhibitor – rat ARFGAP1 inhibition; Q62848; Arfgap1-stimulated ARF1 GTP hydrolysis, GDP FP detection; inhibition, % at 16.5 µM; 360,000 compounds, 0.26% hits; AID 651572;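 active = inhibition above a per-plate limit, mean inhibition of low control wells plus 3 SD, cut at about 25% in these data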;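 note: 0% = DMSO wells with enzyme and 100% = wells lacking Arfgap1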
Target sequence (Q62848 1-136 limits assumed): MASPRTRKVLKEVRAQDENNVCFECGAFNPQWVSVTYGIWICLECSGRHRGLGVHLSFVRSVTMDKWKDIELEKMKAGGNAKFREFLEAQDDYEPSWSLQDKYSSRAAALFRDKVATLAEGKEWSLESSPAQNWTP
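Material – truncated rat Arfgap1 GAP domain · Buffer or medium – HEPES-based buffer, pH 7.5 · Reagent – human ARF1(Δ1-17)-GTP substrate · Dosing – 16.5 µM single point, 1.26% DMSO · Schedule – GTP hydrolysis reaction 2 h at 25 °C · Technique – GDP detection by fluorescence polarization · Benchmarks – No-Arfgap1 wells (100%) versus DMSO full-reaction wells (0%) · Repeats – single replicate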
proKLK7 act – activates the human kallikrein-7 zymogen | P49862 | purified proKLK7, EDANS-DABCYL substrate fluorescence; 100% is mature enzyme control, 0% vehicle | activation, % at 7 µM | 370,000 compounds, 0.9% hits;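 active = activation above the mean of all tested compounds plus 3 SD, computed per campaign excluding outliers beyond control limits, cut at about 13% in these data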
Target sequence (P49862 whole entry, looked up): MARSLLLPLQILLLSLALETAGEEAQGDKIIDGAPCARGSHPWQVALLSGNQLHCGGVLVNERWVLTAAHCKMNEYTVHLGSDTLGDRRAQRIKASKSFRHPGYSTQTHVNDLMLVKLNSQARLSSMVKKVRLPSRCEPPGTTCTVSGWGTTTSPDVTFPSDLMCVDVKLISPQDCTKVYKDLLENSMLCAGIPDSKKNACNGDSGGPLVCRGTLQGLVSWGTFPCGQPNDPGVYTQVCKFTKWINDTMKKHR
UHRF1 binding – human UHRF1 methylated DNA binding inhibitors. Q96T88. UHRF1 binding to methylated oligo, TR-FRET. inhibition, % at 4.4 µM. 370,000 compounds, 0.75% hits. AID 687016; in the data active = inhibition above about 21%;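 note: UHRF1 SRA domain binding a hemimethylated CpG hairpin DNA probe; 0% = median of test compound wells and 100% = reference inhibitor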
ASAP1 GAP inh – ASAP1 ArfGAP inhibition; Q9ULH1; ASAP1-stimulated ARF1 GTP hydrolysis, GDP FP detection; inhibition, % at 16.5 µM; 360,000 compounds, 0.19% hits; AID 624377; in the data active = inhibition above about 25%;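 note: 0% = vehicle with enzyme and substrate and 100% = no enzyme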
Tn7 DDE FP – DD(E)-Tn7 binding inhibition, primary FP screen. P02675. FP displacement of FITC-Tn7 peptide from fibrin DD(E); 0% = median of compound wells per plate. inhibition, % at 8.3 µM. 370,000 compounds, 0.13% hits;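 active = inhibition above the mean of compounds falling within the control limits plus 3 SD of them, cut at about 14% in these data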;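 note: 0% = plate median of compound wells and 100% = 10 µM Aha-Tn7 peptide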
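System: human fibrin DD(E); quantity: Fibrin-DD(E) at 2 µM final; also added: fluorescent Tn7 probe at 0.1 µM; compound dosing: single nominal test concentration of 8.3 µM per compound; schedule: 10 min preincubation, 3 h with tracer, room temperature; detection: fluorescence polarization of the labelled Tn7 tracer; repeats: one replicate per compound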
PLC-gamma1 inh – blocks human PLC-gamma1 enzyme activity | 370,000 compounds, 0.84% hits | inhibition, % at 12.2 µM | P19174 | AID 720700 | purified PLC-gamma1, fluorogenic substrate, fluorescence; in the data active = inhibition above about 9.5%
DDE Tn6 FP inh – disrupts Tn6 cyclic peptide binding to fibrin D-Dimer-E complex. Fibrin DD(E) TRITC-Tn6 fluorescence polarization displacement. 370,000 compounds, 0.21% hits. inhibition, % at 8.3 µM. AID 720509;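 active = inhibition above a per-campaign cutoff: mean of compounds within control limits plus 3 SD, cut at about 15% in these data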;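 note: 0% = median of all compound wells on the plate and 100% = blocking peptide control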
PLCb3 inh – inhibitors of human phospholipase C beta3. Q01970. Purified PLC-beta3, fluorogenic substrate, fluorescence. inhibition, % at 12.2 µM. 370,000 compounds, 0.18% hits. AID 720704; in the data active = inhibition above about 11%;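 note: 0% = median of compound wells on plate and 100% = full blocker control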
An asterisk follows results filed as active; i = inactive.

PLC-gamma1 inh | ARFGAP1 inhibitor | MBD2 DNA inh | PLCb3 inh | DDE Tn6 FP inh | ADAM17 inh | ASAP1 GAP inh | proKLK7 act | Tn7 DDE FP | UHRF1 binding | smiles
5 | 9 | -1 | 4 | 5 | -1 | 12 | -0.5 | 2 | -1 | CC1CC2CCCC(O)=C2C(=O)O1 (stereo unspecified)
10* | 5 | -5 | 4 | 8 | 5 | 1 | 0.5 | 1 | 0 | CCOc1cccc(-c2nnc3sc(COc4ccc(OC)cc4)nn23)c1
4 | -6 | 2 | -4 | 1 | 1 | 5 | 0.1 | 1 | 1 | O=C(Cc1ccc(-c2ccccc2)cc1)Nc1ccccc1
2 | -2 | 2 | -1 | 6 | -4 | -14 | -0.2 | 6 | 1 | COCCNc1nc2c(c(=O)n(Cc3cccc(Cl)c3)c(=O)n2C)n1C
-1 | 5 | 1 | -8 | 0 | -2 | -4 | 0.3 | -6 | -2 | COC(=O)c1sccc1NC(=O)c1cnc2cc(C)nn2c1C
2 | -3 | -2 | -7 | 2 | -2 | 7 | -0.7 | 1 | -3 | COC(=O)c1ccc(S(=O)(=O)N2CCc3ccccc32)cc1
-1 | 8 | 2 | -4 | -6 | -3 | 12 | -0.2 | 9 | 1 | CC1(C)Cc2nc3oc4c(=S)nc[nH]c4c3cc2CO1
-3 | 3 | 1 | -8 | 6 | -3 | -7 | 0.4 | 0 | -1 | CN(C)c1ccc(C(C(=O)NCC2CCCO2)N(Cc2ccco2)C(=O)c2snc(C(N)=O)c2N)cc1 (stereo unspecified)
-3 | 7 | -15 | -7 | -20 | -1 | -3 | 0.2 | -118 | -7 | CCOC(=O)C1=C(O)/C(=C/c2cccc(OC)c2O)N=C1C
0 | -9 | 1 | -4 | 4 | -2 | -2 | -0.7 | 3 | 0 | COc1ccc(C(=O)Nc2cccnc2Cl)cc1OC
0 | 6 | -3 | 2 | 3 | -3 | 17 | 0.7 | -5 | -1 | Cc1ccc(C)c(N(C(=O)Cn2nnc(-c3cccs3)n2)C(C(=O)NC2CC2)c2ccc(C)o2)c1 (stereo unspecified)
-20 | 4 | -4 | -26 | 3 | -1 | 10 | 0.4 | 1 | -2 | CC(=O)Nc1c(C(=O)c2ccccc2)oc2ccccc12
-6 | -5 | -28 | -7 | -9 | 3 | 4 | 0.3 | -27 | -63 | CCOC(=O)/C(C#N)=C\C=C1C=CN(C)C=C1
-1 | -7 | 15* | -19 | -14 | 5 | -2 | -1.4 | -1 | 8 | O=Cc1ccc(N2CCN(S(=O)(=O)c3ccc4c(c3)CC(=O)N4)CC2)cc1
-2 | 3 | -2 | -6 | 6 | 0 | -13 | 0.1 | 5 | 3 | CCOC(=O)C1=C(C)c2ccccc2OC1(C)C(=O)OCC (stereo unspecified)
2 | 8 | 1 | -1 | 3 | 2 | -7 | -0.2 | -4 | 2 | CCCCNC(=O)COn1nnc2ccc(S(=O)(=O)N3CCOCC3)cc21
3 | 3 | 4 | -2 | -2 | -3 | -2 | -0.8 | 1 | 2 | COc1cccc(C(=O)NCCn2ccc3ccccc32)c1
-3 | 15 | -3 | -4 | -1 | -3 | -3 | 0.1 | -4 | 2 | COc1ccc(C(C#N)c2nc3ccccc3nc2Cl)cc1 (stereo unspecified)
-1 | 1 | 1 | -3 | 4 | -3 | -16 | 0.6 | 3 | 0 | COc1ccc(C)cc1NC(=O)CSc1nnc(-c2ccc(Br)cc2)o1
-16 | 6 | -6 | -32 | -7 | -2 | -1 | -0.6 | -3 | -1 | O=C1NC2(CCCCC2)C(=O)N1Cc1cc(=O)n2ccsc2n1

Ordered by heavy-atom count (smallest number first): 3 of the compounds above.
PLC-gamma1 inh | ARFGAP1 inhibitor | MBD2 DNA inh | PLCb3 inh | DDE Tn6 FP inh | ADAM17 inh | ASAP1 GAP inh | proKLK7 act | Tn7 DDE FP | UHRF1 binding | smiles
-1 | 8 | 2 | -4 | -6 | -3 | 12 | -0.2 | 9 | 1 | CC1(C)Cc2nc3oc4c(=S)nc[nH]c4c3cc2CO1
-20 | 4 | -4 | -26 | 3 | -1 | 10 | 0.4 | 1 | -2 | CC(=O)Nc1c(C(=O)c2ccccc2)oc2ccccc12
10* | 5 | -5 | 4 | 8 | 5 | 1 | 0.5 | 1 | 0 | CCOc1cccc(-c2nnc3sc(COc4ccc(OC)cc4)nn23)c1

New compounds follow.
PLC-gamma1 inh | ARFGAP1 inhibitor | MBD2 DNA inh | PLCb3 inh | DDE Tn6 FP inh | ADAM17 inh | ASAP1 GAP inh | proKLK7 act | Tn7 DDE FP | UHRF1 binding | smiles
1 | 11 | 4 | -2 | 2 | -3 | -5 | 0.0 | -4 | 13 | Cc1ccc(C)c(CS(=O)(=O)c2cn(CC(=O)N3CCC(C)CC3)c3ccccc23)c1
1 | -6 | -2 | 6 | 1 | 4 | 0 | -0.2 | 2 | 0 | Cc1onc(-c2ccccc2Cl)c1C(=O)Nc1ccc(S(=O)(=O)NCC2CCCO2)cc1 (stereo unspecified)
0 | 1 | -3 | -6 | -7 | -2 | 7 | -0.3 | -9 | 4 | CCOc1c(C)cnc2c1c(=O)n(Cc1ccccc1Cl)c(=O)n2C
1 | 9 | 5 | 3 | 0 | -3 | 5 | -0.1 | -7 | 0 | CCCCCCCCN1C(=O)[C@@H](CC(=O)NCc2cccc(C(F)(F)F)c2)C[C@@]2(C(=O)OC)C1=C[C@H](C1CCCC1)O[C@@H]2C
-1 | -4 | 0 | 0 | -4 | -2 | 3 | 0.2 | -1 | 2 | CCOC(=O)N(C)c1c(CC)nc2c(OCc3ccc(C(F)(F)F)cc3)cccn12
1 | 3 | 1 | 4 | 7 | -5 | -14 | 0.5 | -6 | 1 | Cc1ccc(S(=O)(=O)NN=C2CC(C)(C)CC(=O)C2(C)C)cc1
-3 | -16 | 1 | -1 | -2 | -7 | 0 | -0.2 | 3 | -2 | Cc1ccc(C(=O)O/N=C(\N)c2cccc([N+](=O)[O-])c2)cc1
-1 | 11 | 5 | 0 | 12 | -2 | -5 | -0.2 | 2 | 1 | OC1(c2ccc(Cl)cc2)CCN(Cc2c[nH]c3ccccc23)CC1
-34 | 2 | -6 | -38 | -11 | 1 | -6 | -31 | 0 | -4 | COc1ccc(/C=N/NC(=O)c2[nH]nc3c2CCc2ccccc2-3)cc1OC
1 | 6 | 2 | 2 | -2 | -4 | -9 | -0.2 | 1 | 9 | O=C(c1ccc(F)cc1)N(Cc1ccccc1)C1CCS(=O)(=O)C1 (stereo unspecified)
-1 | 2 | 0 | -8 | 1 | -1 | -7 | 0.0 | 5 | 2 | COc1ccc(CCNC(=O)COc2ccccc2[N+](=O)[O-])cc1OC
4 | -7 | -1 | 0 | -3 | -1 | 0 | 0.3 | -2 | 2 | CN(CC(=O)Nc1ccc(F)cc1)C(=O)c1ccc(N2C(=O)CCC2=O)cc1
-110 | 6 | -3 | -153 | -5 | -6 | 15 | -1.1 | 1 | -4 | Cc1ccc(Nc2nc(-c3cccnc3)nc3ccccc23)cc1
2 | 4 | -4 | 2 | 2 | -2 | 7 | 0.4 | 8 | 1 | CCOC(=O)Cc1cnc(NC(=O)CSc2nc(C)cc(C)n2)s1
1 | 11 | 2 | 4 | 1 | -1 | 0 | 0.5 | -3 | 0 | CCOC(=O)c1c(NC(=O)CSc2nnnn2C)sc(C(=O)N(C)C)c1C
3 | -1 | 0 | -1 | 4 | -1 | 0 | 0.0 | -1 | -2 | C=C1CCN(Cc2ccccc2)S(=O)(=O)c2ccccc21
3 | 3 | 2 | -1 | 2 | -1 | 4 | -0.2 | 5 | -2 | Cc1ccc(NC(=O)CN2C(=O)NC3(CCc4ccccc43)C2=O)cc1Cl (stereo unspecified)
-26 | 12 | 4 | -29 | -1 | -12 | 16 | -3.6 | -3 | -2 | Cc1coc2c(C)c3oc(=O)c4c(c3cc12)CCCC4
2 | -13 | 0 | -7 | 5 | -3 | 5 | 0.1 | -1 | -1 | Cc1ccc(NC(=O)c2ccc(Cl)nc2)cc1
1 | 11 | -6 | 1 | -5 | 2 | 4 | 0.1 | 0 | 0 | CN(C(=O)c1cccc(NC(=O)Cc2ccc(NC(=O)C3CCCN(C(=O)C4CCCCC4)C3)cc2)c1)C1CCCC1 (stereo unspecified)
0 | 10 | -1 | -4 | -5 | 0 | 6 | 0.2 | 5 | 1 | CC1CCCCC1NC(=O)CCCCCn1c(=S)[nH]c2ccccc2c1=O (stereo unspecified)
-1 | 0 | 2 | 3 | -7 | -1 | 3 | 0.1 | 4 | -1 | S=c1[nH]nc(-c2ccncc2)n1/N=C/c1cccc2ccccc12
7 | -6 | 4 | 2 | -4 | 2 | 0 | -0.4 | -2 | 6 | O=C(Oc1ccccc1Cl)C1CCN(C(=O)c2ccc(F)cc2)CC1
0 | 0 | 0 | -1 | -3 | -2 | 2 | -0.1 | 3 | 2 | CN(C(=O)COC(=O)c1ccccc1Cc1ccccc1)c1c(N)n(Cc2ccccc2)c(=O)[nH]c1=O
3 | 6 | 5 | 5 | -2 | 0 | 4 | 0.5 | 3 | 4 | COC1(OC)C=CC(=O)C=C1NC(=O)c1ccccc1OC(C)=O
0 | -3 | -3 | -8 | 3 | 4 | 10 | 0.5 | -4 | 2 | O=C(OCCOc1ccc(Cl)cc1)c1cc(S(=O)(=O)N2CCCCC2)ccc1N1CCOCC1
i | -3 | 1 | i | 10 | -119 | 0 | -31 | 4 | 1 | COc1ccc(-c2nc3ccccn3c2NCc2ccc3c(c2)OCO3)cc1
2 | 0 | -3 | -8 | 5 | -5 | -2 | -0.9 | -3 | -7 | CCc1ccc(NS(=O)(=O)c2c(C(=O)N3CCCCCC3)c(C)n(C)c2C)cc1
-2 | 0 | 2 | 1 | 1 | -3 | 7 | -0.5 | -2 | -1 | CCc1cccc(C)c1NC(=O)COC(=O)c1ccc2c(c1)S(=O)(=O)c1ccccc1C2=O
-2 | 7 | 1 | -1 | -3 | -7 | 2 | 0.3 | 0 | 1 | CC(C)(C)OC(=O)NCCCCCO
-2 | -11 | 4 | 1 | 4 | -5 | 4 | 0.8 | 4 | 2 | COc1ccc(/C=C2\N=C3CCCCCN3C2=O)cc1
1 | -4 | -4 | -6 | 10 | 4 | -19 | -0.1 | 6 | -4 | COc1ccc(COC(=O)c2cccc(S(=O)(=O)N3CCCC3)c2)cc1F
-14 | 2 | 2 | -20 | -11 | -2 | 0 | -0.3 | -7 | 8 | CCC(=O)Nc1ncc2c(n1)CC(c1ccco1)CC2=O (stereo unspecified)
-18 | 0 | 12 | -36 | 6 | -14 | -2 | -1.8 | 6 | 4 | C=CCN1CCc2nc(N)sc2CC1
5 | 8 | 0 | 5 | 2 | -2 | -5 | 0.5 | -1 | -7 | COc1ccc(C2=NOC(C(=O)NCCN3CCOCC3)C2)cc1 (stereo unspecified)
3 | 14 | -5 | 3 | 2 | 0 | 3 | -0.3 | -3 | 0 | COC(=O)CCC(=O)N1CCCC(CO)(Cc2ccccc2C)C1 (stereo unspecified)
-1 | -5 | -1 | -1 | 5 | -1 | -6 | -0.1 | 4 | -2 | CC(=O)c1cccc(NC(=O)CCNS(=O)(=O)c2cccc3nonc23)c1
